Screening results from PubChem.
ATXN viability: reduces viability in counter-screen for ATXN expression inhibitors | S2 cells (HEK-293 line with an ATXN2-luciferase reporter) viability, CellTiter-Fluor protease fluorescence, 24 h | Potency, µM (top dose mostly 56.7 µM), hits mostly cytotoxic | actives 0.49% (n = 400,000) | AID 651635; also: potency is read from the fitted curve at half-maximal effect; nearly all actives have a fitted effect of over 40% in size
HepG2 tox: HepG2 cytotoxicity, counter-screen for TGF-b inhibitors; AID 588856; Potency, µM (titrated, usually from 46.1 µM), for the others: at the highest dose activity change, negative = cytotoxicity, hits mostly cytotoxic; actives 0.76% (n = 410,000); HepG2 CAGA-GFP viability, ATP luminescence, 18 h; also: potency is read from the fitted curve at half-maximal effect; some results filed as inactive show a strong effect at the top dose
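CellTiter-Glo luminescence gave cytotoxicity after 18 hours at 37 degrees C. The cells were HepG2 CAGA-GFP in 1% FBS DMEM, stimulated with 500 pg/mL TGF-beta after compound addition. %Activity was normalised to no-cell wells (complete cell-killing) and DMSO (no toxicity), and curves were fitted and classified.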
MCF10A rerep: DNA re-replication induction in MCF 10a cells; AID 624296; MCF 10A DNA re-replication, Hoechst nuclear intensity, 48 h; Potency, µM (doses to about 46.1 µM), inactives show at the top dose activity, positive = re-replication, hits mostly activators; actives 2.9% (n = 350,000); also: potency is read from the fitted curve at half-maximal effect; % of control where 0% means no effect; nearly all actives have a fitted effect of over 50% in size
TGFb inhibitor: inhibitors of TGF-b signaling; AID 588855; HepG2 CAGA-GFP TGF-b/SMAD3 reporter, GFP fluorescence, 18 h; TGF-beta stimulated, 500 pg/mL final; Potency, µM (doses to about 46.1 µM), inactives show at the highest dose activity, negative = inhibition, hits mostly inhibitors; actives 1.2% (n = 410,000); also: potency is read from the fitted curve at half-maximal effect; % is scaled to controls: 0 for no effect and ±100 for the full control effect; nearly all actives have a fitted effect of over 65% in size
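Inhibition was scored as loss of TGF-beta-induced (500 pg/mL final, 18 hours, 37 degrees C) GFP in HEPG2 cells carrying a CAGA-GFP reporter, in DMEM with 1% FBS. Well GFP was summed per cell; Activity was normalised to unstimulated and stimulated DMSO wells, then concentration-response fitting.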
Nrf2 activator: activates Nrf2 signaling. AREc32 ARE-luciferase reporter (MCF7-derived line), luminescence, 24 h. Potency, µM (top dose mostly 46.1 µM), for inactives: top-dose activation, most hits filed as activators. actives 0.31% (n = 410,000); also: potency is read from the fitted curve at half-maximal effect; % of control where 0% means no effect; nearly all actives have a fitted effect of over 65% in size
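For detection, Steady-Glo was added and plates sat 30 min at RT; before that, AREc32_Fluc cells grown overnight in OPTI-MEM/5% FBS had been treated with 23 nL compound for 24 hr at 37 deg C.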
ATXN2 expr inh: reduces ATXN2 reporter expression in HEK-293 cells | actives 0.72% (n = 360,000) | AID 1745845 | HEK-293 ATXN2-luciferase reporter, luminescence, 24 h | Potency, µM (series often up to 57 µM), inactives show top-dose activity change, negative = inhibition, hits mostly inhibitors; also: potency is read from the fitted curve at half-maximal effect; % is scaled to controls: 0 for no effect and ±100 for the full control effect; nearly all actives have a fitted effect of over 55% in size
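qHTS (up to 57 uM final) was run with 24 h compound exposure of reporter cells at 37 °C. Each well was multiplexed: SteadyGlo luminescence measured ATXN2-luciferase expression after a fluorogenic Gly-Phe-AFC viability readout (25 uM final).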
A549 viability: counter-screen for Nrf2 inhibitors: cytotoxicity in A549 cells; Potency, µM (series often up to 46 µM), for inactives: at the highest dose activity change, negative = cytotoxicity, usual class: inhibitors; actives 0.16% (n = 390,000); A549 ARE-Fluc cells, CellTiter-Fluor viability, 18-24 h; AID 504648; also: potency is read from the fitted curve at half-maximal effect; % is scaled to controls: 0 for no effect and ±100 for the full control effect
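A549 ARE_Fluc cells in 5% FBS OPTI-MEM were exposed to compounds in concentration-response for 18-24 h at 37 deg C. Viability was read by CellTiter-Fluor fluorescence (Ex 405/Em 525) after 30 min, before the luciferase read.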
IL1B secr inh: inflammasome signaling inhibition, IL-1 beta readout; AID 743279; actives 4.7% (n = 360,000); activity change, % at 57.5 µM; THP-1 LPS/ATP IL-1B secretion, AlphaLISA, 16 h; hits give low values; in the data active = activity change below about -50%; inconclusive = mostly about -30% to -49%; also: % is scaled to controls: 0 for no effect and ±100 for the full control effect
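Secreted IL-1B measured by AlphaLISA bead assay after 16 h compound exposure of THP-1 cells; compounds (final up to 57.5 uM) added 1 h before LPS (250 ng/mL) and ATP (1.25 mM) stimulation; lower signal means less secretion.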
Nrf2 inh: blocks Nrf2 signaling. AID 504444. Potency, µM (series often up to 46 µM), for inactives: at the top dose activity change, negative = inhibition, usual class: inhibitors. actives 2.1% (n = 360,000). A549 ARE-Fluc reporter, luciferase luminescence, 18-24 h; also: potency is read from the fitted curve at half-maximal effect; % is scaled to controls: 0 for no effect and ±100 for the full control effect; nearly all actives have a fitted effect of over 60% in size
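A549 ARE_Fluc cells (5000/well, 5% FBS OPTI-MEM) pre-incubated 2 h, then treated with compounds 18-24 h at 37C/5% CO2 in concentration-response. CellTiter-Fluor viability read first; BugLite luciferase luminescence after 15 min at room temperature gives Nrf2 activity.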
* hit, by the source's call; i = inactive; ? = inconclusive; / = no result given; [ ] = another dose, or the depositor's remark. Unless noted, calls follow the shape of the dose curve; as a rule, active = well fitted curve in the direction sought with a large enough effect; inconclusive = small, poorly fitted or top-dose-only effect, or another doubt; inactive = no such curve, though single readings can be large; an effect the other way counts as inactive or inconclusive.

SMILES	ATXN viability	HepG2 tox	MCF10A rerep	TGFb inhibitor	Nrf2 activator	ATXN2 expr inh	A549 viability	IL1B secr inh	Nrf2 inh
COC(=O)c1sc(N)c(C(=O)OC)c1COC(=O)CNS(=O)(=O)c1cccc(C#N)c1	i	-14%	20%	17%	1.8%	-3%	4%	15	-18%
CCC(=O)c1ccc(OCC(=O)OCC(=O)c2cc(C)n(CC3CCCO3)c2C)cc1 (stereo not given)	i	-8%	-1%	0%	-0.3%	11%	1%	-2	3%
CCOC(=O)CSc1nc2c(c(=O)n(C)c(=O)n2C)n1Cc1ccccc1F	i	-29%	-3%	2%	-0.3%	6%	1%	43	26%
C#CCOCCOCCOCCNc1nc(N2CCN(C(=O)CCCCCCCCCCNC(=O)[C@H](CCCCN)n3cc(C[C@@H](C)CC)nn3)CC2)nc(N2CCN(C(=O)CCCCCCCCCCNC(=O)[C@H](CCCCN)n3cc(C[C@@H](C)CC)nn3)CC2)n1	13µM*	10µM*	18µM*	?	-2.8%	22µM*	?	-66*	?
COCCNC(=O)C(c1ccco1)N(Cc1ccc(OC)cc1)C(=O)Cn1nnc2ccccc21 (stereo not given)	i	2%	6%	-1%	5.5%	6%	21%	4	?
O=[N+]([O-])c1ccc(C(O)C23CN4CN(CN(C4)C2)C3)cc1 (stereo not given)	i	-4%	?	-12%	-1.2%	-11%	0%	-18	-2%
O=C(Nc1cccc(C(=O)O)c1)/C(=C\c1ccccc1)NC(=O)c1ccccc1Cl	i	-2%	?	7%	-0.2%	-2%	9%	-5	-2%
COCCNc1nc2c(S(=O)(=O)c3ccccc3)nnn2c2ccc(Cl)cc12	i	-4%	/	-1%	0.2%	16%	1%	/	15%
Cc1nn(CC(=O)NNC(=O)c2ccc(Br)cc2)c(C)c1[N+](=O)[O-]	i	-10%	6%	-9%	-2.2%	-11%	1%	0	-7%
CCOC(=O)C1CCCN(C(=O)c2cc3ccccc3cc2OC)C1 (stereo not given)	i	12%	-1%	20%	-0.2%	-12%	0%	14	3%
COC(=O)CCN(Cc1ccco1)S(=O)(=O)c1ccc(F)cc1Br	/	4%	/	0%	/	/	0%	/	22%
COc1ccc(-n2c(=S)[nH]c3cc(C(=O)NCCCN4CCCC4=O)ccc3c2=O)c(OC)c1	i	-5%	0%	-17%	-0.4%	-1%	-1%	8	?
CCCCn1cc2c(c1-c1ccc(Cl)cc1)c(=O)n(C)c(=O)n2C	/	-16%	/	?	1.4%	/	12%	/	?
Cc1cc(N(CCO)CCO)ccc1C(c1ccc(N(CCO)CCO)cc1C)c1ccccc1Cl	/	-109%	?	?	9.9%	?	-11%	-68*	-15%
CCOc1cc(C#N)c(NC(=O)c2ccc(OC)c(S(=O)(=O)N3CCN(c4ccccc4)CC3)c2)cc1OCC	i	-42%	/	0%	-0.9%	3%	-4%	/	1%
CC(Oc1ccc(F)cc1)c1nnc(SCC(=O)N(c2ccccc2)C2CCS(=O)(=O)C2)o1 (stereo not given)	i	-17%	13%	-6%	2.1%	-17%	-2%	-2	?
Cc1ccc(C2C(C#N)=C(N)N(c3cccnc3)C3=C2C(=O)CCC3)c(C)c1 (stereo not given)	i	-6%	-12%	-3%	4.1%	-5%	-8%	-27	10%
Cc1ccc(N2CCN(C(=O)CCc3nc4ccccc4[nH]3)CC2)c(C)c1	i	-16%	2%	?	2.9%	?	28%	-1	17%
Cc1ccc(NC(=O)CN2C(=O)N/C(=C/c3cc(C)n(-c4cccc(C(=O)O)c4)c3C)C2=O)cc1	i	0%	-10%	3%	-1.3%[9.22 µM]	10%	-8%	-15	0%
C[C@@H](CO)NC(=O)c1[nH]cnc1C(=O)Nc1ccc(CNC(=O)OC(C)(C)C)cc1	i	-1%	/	7%	-0.2%	-3%	/	-4	/
COc1ccc(CNC(=O)c2cc(-c3ccc(OC)c(OC)c3)nc3n[nH]c(-c4ccc(C)cc4)c23)cc1	/	-23%	/	0%	15%	/	-12%	/	/
CC(C)(C)c1ccc(C(=O)NCCn2c(N)c(C#N)c3nc4ccccc4nc32)cc1	/	-29%	7.3µM*	?	1.8%	-5%[11.3 µM]	7%	?	?
O=C(COc1ccccc1)NC(=S)Nc1ccc2c(c1)Cc1ccccc1-2	i	-13%	?	?	-0.1%	19%	-2%	9	14%
COC(=O)c1c(NC(=O)c2ccco2)sc2c1CCC2	i	2%	?	-20%	?	28%	15%	0	?
CCCCc1cc2c(cc1NC(=O)CN1CCCCC1)OCCO2	i	-9%	15%	16%	3.9%	1%	?	-17	16%
SMILES	ATXN viability	HepG2 tox	MCF10A rerep	TGFb inhibitor	Nrf2 activator	ATXN2 expr inh	A549 viability	IL1B secr inh	Nrf2 inh
Cn1cnnc1SCc1ccccc1Br	i	6%	0%	0%	-0.8%	1%	0%	2	5%
Cc1c(Cl)cccc1NC(=S)NCC1COc2ccccc2O1 (stereo not given)	i	-24%	?	?	0.3%	-20%	2%	-68*	-23%
Cc1ccc(NC(=O)C2C(=O)N(C)c3ccccc32)cc1 (stereo not given)	i	9%	?	-8%	-0.8%	-26%[11.3 µM]	-5%	17	?
Cn1c2ccccc2c(=O)c2cc(C#Cc3ccccn3)ccc21	i	0%	-21%	18%	?	45%[activator]	-5%	12	?
Cc1cccnc1NC(=O)c1cccc(S(=O)(=O)NCc2ccccc2)c1	i	3%	1%	2%	0.3%	3%	-1%	11	-5%
O=Cc1c(N2CCN(c3ccccc3)CC2)nc2ccccn2c1=O	i	-38%	-1%	2%	10%	/	-4%	-19	?
Cn1c(NC2CCCCC2)c(N=O)c(=O)n(C)c1=O	i	1%	-1%	12%	-0.7%	-17%	-4%	11	5%
FCCCOc1ccc(/C=N/OCc2c(Cl)cccc2Cl)cc1	i	-7%	?	1%	0.0%	11%	15%	-8	/
CC(C)(C)OC(=O)n1cc(C(=O)c2ccccc2O)cn1	i	10%	9%	7%	2.5%	-19%	-3%	6	1%
Cc1ccc(-c2nc(CCNC(=O)C(=O)Nc3ccc(C)cc3C)cs2)cc1	/	8%	/	0%	0.2%	/	0%	/	/
Cc1cc[n+](-c2[nH]c(=O)sc2/C=N/N=C(\[O-])CCn2c3ccccc3c3ccccc32)cc1	i	-7%	-4%	-1%	-0.6%	6%	-5%	17	-3%
COC(=O)C1=C(c2ccccc2)c2ccccc2S(=O)(=O)N1CC(=O)Nc1ccccc1Cl	i	-11%	/	4%	0.0%	2%	-1%	/	-13%
COc1cccc(C2c3c(oc4ccccc4c3=O)C(=O)N2c2ccccn2)c1 (stereo not given)	i	-14%	-7%	22%	0.5%	-5%	9%	7	-2%
O=C(NC1CCCCC1)C(c1cccnc1)N(C(=O)CCl)c1cccc(Cl)c1 (stereo not given)	11µM*	22µM*	13µM*	10µM*	13µM*	20µM*	-19%	-93*	?
COCCCNC(=O)c1oc2c(c1C)-c1nn(Cc3ccc(Cl)cc3)cc1CC2	/	-21%	/	-18%	0.3%	/	10%	/	-4%
Cc1ccc(S(=O)(=O)N2CCC(=O)N(C(COCc3cccc(Cl)c3)Cc3ccccc3)CC2)cc1 (stereo not given)	i	8%	?	3%	-0.8%	-7%	-7%	10	-14%
COc1ccc(NC(=O)c2cccc(OC(=S)N3CCOCC3)c2)cc1	?	5%	-2%	?	3.7%	/	4%	14	?
COc1ccccc1CNC(=O)CCCn1c(=O)c2cccn2c2ccccc21	/	-17%	/	/	4.5%	/	-20%	/	?
CC(=O)N1CCc2cc(S(=O)(=O)CCC(=O)Nc3ccc(C)cc3Br)ccc21	i	-19%	/	?	3.8%	-14%	0%	/	-23%
CCOc1cccc(-c2nnc3sc(COc4ccccc4)nn23)c1	i	-12%	10%	?	2.6%	16%	1%	8	-13%
Cc1ccc(S(=O)(=O)N(C)c2ccc(OCC(=O)NCc3ccco3)cc2)cc1	/	-14%	0%	0%	2.8%	/	-8%	0	3%
Cc1sc(NC(=O)CN2C(=O)NC3(CCCC3)C2=O)nc1-c1ccc(F)cc1	i	-4%	1%	-26%	0.2%	5%	0%	-10	6%
COc1ccc(CCNC(=O)c2ccc3c(c2)nc2n3CCCCC2)cc1OC	/	-4%	/	0%	4.3%	/	?	/	/
COc1ccc(CCn2c(C)cc(C(=O)COC(=O)c3ccc(O)cc3O)c2C)cc1	i	-32%	/	-7%	-0.7%	/	/	10	/
CCOC(=O)CSc1nc(C)c(Oc2ccc(Cl)cc2Cl)c(=O)[nH]1	i	-30%	9%	-16%	0.2%	3%	4%	0	8%
COc1ccc(S(=O)(=O)NC(CC(=O)NC2CCCC2)c2ccco2)cc1 (stereo not given)	i	1%	6%	23%	-0.2%	1%	-6%	-2	/
Cc1c(CNC2CCC(C)CC2)c(C(=O)O)c(C)n1Cc1ccc(Cl)cc1 (stereo not given)	?	-3%	/	-10%	4.0%	-11%	0%	/	2%
O=c1c2cnn(-c3ccccc3)c2ncn1Cc1ccccc1F	i	12%	?	?	-1.1%	6%	0%	-2	5%
CCCCOc1ccc(C(=O)Nc2cc(C)c(OCC(=O)N3CCOCC3)c(C)c2)cc1	i	-38%	17%	-22%	2.3%	-4%	-7%	-7	?

An excerpt from above in order of count of non-hydrogen atoms, lowest first:
SMILES	ATXN viability	HepG2 tox	MCF10A rerep	TGFb inhibitor	Nrf2 activator	ATXN2 expr inh	A549 viability	IL1B secr inh	Nrf2 inh
COCCCNC(=O)c1oc2c(c1C)-c1nn(Cc3ccc(Cl)cc3)cc1CC2	/	-21%	/	-18%	0.3%	/	10%	/	-4%
COC(=O)C1=C(c2ccccc2)c2ccccc2S(=O)(=O)N1CC(=O)Nc1ccccc1Cl	i	-11%	/	4%	0.0%	2%	-1%	/	-13%
Cc1ccc(S(=O)(=O)N2CCC(=O)N(C(COCc3cccc(Cl)c3)Cc3ccccc3)CC2)cc1 (stereo not given)	i	8%	?	3%	-0.8%	-7%	-7%	10	-14%
